Rac1 act GTP bind: human Rac1 activated mutant GTP binding change; percent activity (GTP binding), % at 10 µM; 0.11% of 190,000 active; P63000; AID 764; GST-Rac1 activated beads, fluorescent GTP binding, flow cytometry; actives lie on both sides; 100% means binding = to untreated wells;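 active = GTP binding at least 20 percentage points away from the 100% baseline, in either direction, so actives lie on both sides; inconclusive = Compound likely fluorescent itself, or too few beads counted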
Mcl1 Bid PPI: Mcl-1/Bid interaction inhibition | Q07820 | TR-FRET Mcl-1/Bid-Dy647 peptide binding, 1536-well | inhibition, % at 21.7 µM | 0.97% of 220,000 active | AID 1021;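 active = compounds that cut the binding signal by more than half at the single screening dose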;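 also: His-tagged Mcl-1 with europium anti-His antibody binding Bid BH3 peptide; 0% = Mcl-1 plus peptide wells and 100% = peptide-only wells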
Target sequence (Q07820 whole entry, looked up): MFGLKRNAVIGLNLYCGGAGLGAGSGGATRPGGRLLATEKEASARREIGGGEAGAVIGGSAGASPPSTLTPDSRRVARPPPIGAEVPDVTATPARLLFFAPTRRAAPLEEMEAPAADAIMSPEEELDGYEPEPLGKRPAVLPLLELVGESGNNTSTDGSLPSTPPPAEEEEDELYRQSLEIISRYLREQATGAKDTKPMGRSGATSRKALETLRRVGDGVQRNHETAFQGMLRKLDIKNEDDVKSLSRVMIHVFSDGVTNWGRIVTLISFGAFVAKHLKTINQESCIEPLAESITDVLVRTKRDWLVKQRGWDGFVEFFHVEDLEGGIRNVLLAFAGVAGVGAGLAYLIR
Rab2A wt mod: changes GTP binding to wildtype dog Rab2A, up or down; GTP binding activity, % at 10 µM; 0.19% of 190,000 active; GST-Rab2 wt beads, Bodipy-GTP binding, flow cytometry; AID 760;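 active = GTP binding activity at least 20 points away from 100%, either lowered or raised; inconclusive = signal likely due to the compound's own green fluorescence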;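 also: 0% = beads with excess unlabeled GTP and 100% = no-compound control corrected for plate trend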
Rac1 wt GTP bind: human Rac1 wildtype GTP binding, inhibitors and activators | GTP binding activity (% of control), % at 10 µM | 0.27% of 190,000 active | GST-Rac1 beads, fluorescent GTP binding, flow cytometry; actives lie on both sides; 0 = cold GTP competed, 100 = untreated;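 active = GTP binding activity at least 20 points away from the 100% control level, either lower or higher; inconclusive = compound flagged as likely green fluorescent, judged across all proteins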
Pf gametocyte: inhibitors of late stage P. falciparum gametocyte viability; inhibition, % at 10.9 µM; P. falciparum stage V gametocytes, ATP luminescence, 24 h; 0.065% of 150,000 active; AID 743093;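 active = inhibition above the mean plus 3 SD of compounds within the control limits, set per campaign, cut at about 38% in these data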;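 also: 0% = DMSO wells and 100% = medium only without gametocytes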
Mcl1 Noxa PPI: Mcl-1/Noxa interaction inhibition; inhibition, % at 21.7 µM; 1.5% of 220,000 active; Q07820; TR-FRET Mcl-1/Noxa peptide binding, 2 h; AID 1022;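 active = compounds that cut the protein-peptide binding signal by more than 50% relative to plate controls in a single-dose test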;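 also: His-tagged Mcl-1 with rhodamine Noxa BH3 peptide and terbium anti-His antibody; 0% = Mcl-1 plus Noxa peptide wells and 100% = peptide-only wells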
GSH fluor: compound fluoresces at 488/530 nm on GSH beads; GSH beads flow cytometry, compound fluorescence 488/530 nm; hits give high values; fluorescence (KMESF) at 10 µM; 0.25% of 190,000 active; in the data active = fluorescence above about 89;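 also: glutathione beads carrying GST-tagged Bcl family fusion proteins plus one bare bead set; values are compound well signal with DMSO vehicle wells as background; inactives centre near 16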
HRas wt GTP bind: modulators of GTP binding to human HRas wildtype. GST-Ras wt beads, Bodipy-FL-GTP binding, flow cytometry; actives lie on both sides. GTP binding activity, % at 10 µM. 0.14% of 190,000 active. AID 759;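 active = GTP binding activity at least 20% away from the 100% baseline, either lowered as inhibitor or raised as activator; inconclusive = flagged as likely green fluorescent, judged across all proteins in the well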;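 also: 0% = unlabeled GTP competition control and 100% = no-compound control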
Target sequence (P01112 whole entry, looked up): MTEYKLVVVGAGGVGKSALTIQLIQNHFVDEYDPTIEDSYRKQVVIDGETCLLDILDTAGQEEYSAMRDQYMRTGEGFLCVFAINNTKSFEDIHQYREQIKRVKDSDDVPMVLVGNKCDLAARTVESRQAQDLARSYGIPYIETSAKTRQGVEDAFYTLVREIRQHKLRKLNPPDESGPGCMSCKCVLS
Avidin bead fluor: avidin bead compound fluorescence profile; fluorescence (KMESF) at 10 µM; 0.38% of 220,000 active; Avidin beads, compound fluorescence 488/530 nm, flow cytometry; hits give high values; AID 1775; in the data active = fluorescence above about 47; also: inactives centre near 10
Rab7 wt modul: alters GTP binding to wildtype dog Rab7; GST-Rab7 beads, fluorescent GTP binding, flow cytometry; actives lie on both sides; untreated = 100%, excess cold GTP = 0%; GTP binding activity (percent of control), % at 10 µM; 0.055% of 190,000 active;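 active = fluorescent GTP binding to Rab7 beads changed by at least 20 points from the 100% baseline, either direction, mostly lower; inconclusive = compound itself probably fluorescent, or too few beads counted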;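 also: median green fluorescence of bound Bodipy-FL-GTP per Rab7 bead population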
Cdc42 wt GTP: human Cdc42 wildtype GTP binding change, either direction; GST-Cdc42 beads, Bodipy-GTP binding, flow cytometry; actives lie on both sides; 0.2% of 190,000 active; P60953; percent activity (GTP binding), % at 10 µM;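 active = percent activity GTP binding at least 20 points away from the 100% baseline, either down as inhibitor or up as activator; inconclusive = compound flagged as likely green fluorescent from well-wide comparison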;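 also: median bead fluorescence of bound Bodipy-FL-GTP at 100 nM; 0% = excess unlabeled GTP control and 100% = no compound control; below 100% means less GTP binding so inhibitor and above means activator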
Target sequence (P60953 whole entry, looked up): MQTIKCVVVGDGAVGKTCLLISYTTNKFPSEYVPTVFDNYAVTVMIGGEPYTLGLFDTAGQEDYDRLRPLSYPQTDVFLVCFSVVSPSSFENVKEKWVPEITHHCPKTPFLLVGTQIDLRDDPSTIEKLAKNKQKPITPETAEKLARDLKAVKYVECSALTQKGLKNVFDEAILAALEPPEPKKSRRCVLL
Numbers without * were called inactive; ? = inconclusive; / = not tested or not shown.

SMILES	Rac1 act GTP bind	Mcl1 Bid PPI	Rab2A wt mod	Rac1 wt GTP bind	Pf gametocyte	Mcl1 Noxa PPI	GSH fluor	HRas wt GTP bind	Avidin bead fluor	Rab7 wt modul	Cdc42 wt GTP
Cc1ccc(NC(=O)OCCN2CCN(Cc3ccccc3)CCC2=O)cc1	96	-7	100	102	/	7	/	98	10	102	102
O=C(Nc1ccc(F)cc1)C1CCCO1 (centres undefined)	96	-21	99	99	3	1	10	97	20	102	96
CCCSc1nsc(N)n1	99	10	101	104	/	5	10	104	9	101	103
COC(=O)CSc1cc(C)nc2ccc(OC)cc12	98	-3	99	104	/	11	21	99	26	99	100
CSc1nsc2nc(=O)c(/C=C3\C(C)=Nc4ccccc43)c(N)n12	92	-8	87	93	9	30	16	88	9	96	88
CCOc1ccc(-n2c(-c3ccc(Br)cc3)c[n+]3c2CCCCC3)cc1	94	6	96	88	11	5	11	95	10	103	93
CSc1ccc(/C=N/n2c(C)cc(C)cc2=O)cc1	99	5	101	103	9	16	29	100	15	98	102
C=CCN1C(=O)CS/C1=N/c1nccs1	100	0	101	102	/	-9	21	103	15	101	102
Cc1cc(O)c(NC(=O)c2ccc(Br)o2)cc1C	95	-30	97	94	7	7	37	95	15	95	95
COC(=O)C1=C(C)N(C)C(=O)/C1=C\c1cccs1	90	-25	91	97	/	8	19	93	7	92	92
CC(C)(SC(=S)N1CCOCC1)C(=O)O	89	-17	92	93	/	6	12	95	38	95	94
CCOc1ccc(Oc2c(C)oc3cc(O)ccc3c2=O)cc1	92	-24	95	92	13	-7	10	95	10	101	91
CC(=O)c1nn(-c2cccc(Br)c2)cc1C(=O)c1ccccc1	99	8	98	100	7	-10	28	100	5	99	99
C=C(C)C(=O)N1CC2(CC(c3cccc(NC(=O)c4ccccc4)c3)=NO2)C[C@@H]1C(N)=O (some centres undefined)	97	-3	101	98	-12	-9	10	99	10	99	98
COc1cccc(/C=N/NC(=O)c2cc3c(OC)c(OC)ccc3[nH]2)c1OC	97	-18	96	100	15	31	15	97	15	98	97
COC(=O)Nc1ccc(S(=O)(=O)N(CCO)CC(F)(F)C(F)F)cc1	100	2	104	104	/	-13	15	105	9	109	105
COCCOC(=O)c1c(C)oc2ccc(OC(=O)c3cccs3)cc12	96	-9	98	102	/	-3	22	100	30	101	99
O=C(NNc1ccc([N+](=O)[O-])cc1)C1CC2CCCC(C1)C2=O (centres undefined)	?	-41	?	?	/	/	39	?	10	?	?
CC(=O)c1cc(-c2ccccc2)n(CC(=O)NC2CCCC2)c1C	94	-33	94	95	18	-1	11	96	34	94	97
O=C(COC(=O)CSc1cc(Cl)ccc1Cl)NCc1ccc2c(c1)OCO2	91	-26	93	93	/	10	12	94	6	95	94
COc1cccc(N=C2SC(C(=O)Nc3ccc(F)cc3)CC(=O)N2C)c1 (centres undefined)	100	-4	103	99	/	9	24	102	14	95	104
CN1CCN(CCP(=O)(c2ccccc2)c2ccccc2)CC1	100	-15	99	103	/	-126	16	99	/	100	99
COc1ccccc1C(=O)N1CCN(c2nc3cc(C)c(C)cc3cc2C#N)CC1	98	0	98	105	/	1	20	103	45	101	101
O=C(C1=C[C@@H](c2ccc3c(c2)OCO3)C[C@@H](OCc2ccc(CO)cc2)O1)N1CCOCC1	95	-4	94	97	/	-1	21	95	6	99	93
CC1CCN(C(=O)CN2C(=O)C(=O)c3ccccc32)CC1	98	22	100	108	/	5	22	101	8	104	101
CC(C)C(c1nnnn1Cc1cccs1)N1CCN(C2CCCC2)CC1 (centres undefined)	99	-14	102	105	/	-1	17	102	24	101	101
Cc1cc(C)n(C2=NS(=O)(=O)c3ccccc32)n1	101	-1	100	104	-7	7	35	101	4	101	103
CCOC(=O)N1CCc2c(sc(NC(=O)CN3CCOCC3)c2C(=O)Nc2ccccc2)C1	96	-21	101	103	-7	-5	23	100	5	107	99
O=C(NC(c1ccccc1)c1ccccc1)N1CCOCC1	98	-26	100	99	10	11	10	100	11	105	99
O=C(NC1CCCCC1)N1CCN(c2nc(-c3ccccc3)cs2)CC1	95	-55	98	97	10	-5	9	99	9	105	97
Cc1ccc(=O)n(C(C(=O)NCc2ccco2)C(=O)c2ccc(F)cc2)c1 (centres undefined)	95	-50	100	100	-18	-2	59	100	7	105	99
CNC(C)c1cc(OC)ccc1OC (centres undefined)	96	-2	99	98	/	-14	13	97	11	101	98
O=c1c2ccccc2nc(SCc2ccc([N+](=O)[O-])cc2)n1-c1ccccc1	99	-10	102	99	-4	-16	26	102	9	97	101
COc1cc(NC(=O)COC(=O)c2ccc(S(=O)(=O)N3CC(C)CC(C)C3)cc2)c(C)cc1[N+](=O)[O-] (centres undefined)	94	36	96	99	/	29	15	96	16	99	95
CC(C)(C)OC(=O)C(C(=O)OC(C)(C)C)c1ccc(Cl)nn1	96	-12	96	101	16	2	22	97	12	95	97
CCOC(=O)c1cnc(-n2nc(C)cc2C)nc1NC(C)c1ccccc1 (centres undefined)	98	7	97	111	13	-6	10	106	24	101	105
CCN(CC)S(=O)(=O)c1cccc(C(=O)N/N=C/c2ccc(N3CCOCC3)cc2)c1	96	-25	95	97	/	11	11	95	12	93	96
CC(NC(=O)C1CCCCC1)C(=O)NC1=NCCS1 (centres undefined)	97	-20	98	105	-18	-11	46	99	13	95	103
N#C/C(=C(/O)COc1cccc2ccccc12)c1nc2ccccc2[nH]1	98	-12	97	99	/	-4	34	98	8	99	99
Cc1ccc(CNC(=O)CCc2c(C)nc3ncnn3c2C)cc1	100	-1	102	105	-3	11	24	105	36	104	104
COc1ccc(C(=S)N2CCOCC2)cc1OC(=O)c1cccc([N+](=O)[O-])c1	97	-31	102	103	0	13	8	100	12	103	103
CCC(=O)NC(Nc1cccc(C)n1)(C(F)(F)F)C(F)(F)F	98	-20	96	100	6	14	4	100	7	97	101
COc1cc(/C=N/n2c(SC)nnc(C(C)(C)C)c2=O)ccc1O	97	-43	98	96	/	13	23	97	13	93	98
O=C(NC(Nc1cc(C(F)(F)F)ccc1Cl)C(=O)c1ccccc1)c1ccccc1 (centres undefined)	97	3	99	100	-24	-12	13	99	43	101	101
CCCNS(=O)(=O)c1ccc(OCC(=O)OC)cc1	95	-11	97	98	/	-1	16	98	9	98	96
CCOC(=O)c1c(C)n(C(=O)c2ccco2)c(=O)n1C(=O)c1ccco1	100	-24	106	104	-12	11	22	106	10	103	107
O=C(CN1C(=O)CSc2ncccc21)N1CCOCC1	102	-24	102	106	/	7	23	100	15	100	101
CNc1ccccc1C(C)(C)c1cc(-c2ccco2)n[nH]1	98	-18	102	100	-17	-3	19	103	7	97	103
CCN1C(=O)CC(C(=O)O)SC1=Nc1ccc(OC)cc1 (centres undefined)	101	1	103	109	-11	21	12	100	9	102	102
CCOC(=O)/C(=N\Nc1cc(Cl)ccc1Cl)N1CCOCC1	95	-13	99	95	/	7	13	96	10	98	96
Cc1ccc(CCNC(=O)CN(C)S(=O)(=O)c2ccc3c(c2)c(=O)n(C)c(=O)n3C)cc1	98	7	98	100	/	-17	18	100	5	99	99
Cc1ccc(NC(=O)/C=C\C(=O)NCC(=O)O)cc1C	99	-25	96	107	1	7	5	100	4	101	99
CCc1cccc(C)c1NC(=O)CN(C)Cc1cccc(F)c1	99	-33	98	99	10	-12	12	99	5	98	99
Cc1ccc(C(=O)Nc2ncc(Cc3ccc(SC(F)F)cc3)s2)cc1	97	20	101	99	10	18	12	97	11	96	99
CCn1c(SCC(=O)NCc2ccc(F)cc2)nc2c(c1=O)SC(C)C2 (centres undefined)	98	-25	102	105	/	3	26	102	5	101	102
N=c1n(CC(=O)O)c2ccccc2n1Cc1ccccc1Cl	98	-8	98	100	/	6	54	99	23	98	98
C=CCN(c1ccccc1)S(=O)(=O)c1ccc2c(c1)oc(=O)n2C	97	-9	99	102	/	5	22	100	9	100	97
CN(C)CCNc1ccc(-c2nn(C)c(=O)c3ccccc23)cc1[N+](=O)[O-]	98	-42	101	101	6	23	25	100	11	103	95
CC(=O)N1N=C(c2ccc(Br)cc2)CC1c1cn(C)c2ccccc12 (centres undefined)	96	-40	99	102	2	19	18	99	17	100	97
CCCC(=O)NC(c1ccc(N(C)C)cc1)c1c(O)ccc2ccccc12 (centres undefined)	99	-56	100	101	/	40	8	100	5	98	101
(next part)
SMILES	Rac1 act GTP bind	Mcl1 Bid PPI	Rab2A wt mod	Rac1 wt GTP bind	Pf gametocyte	Mcl1 Noxa PPI	GSH fluor	HRas wt GTP bind	Avidin bead fluor	Rab7 wt modul	Cdc42 wt GTP
CC(=O)OCc1nc2sc3c(c2c(=O)[nH]1)CCCC3	102	-16	103	106	/	4	22	104	19	100	103
CCOc1ccc2c(c1)c(C(C)=O)c(C)n2-c1ccccc1	99	0	102	108	/	-3	10	100	9	100	105
CN(CCO)c1cc(N2CCN(C(=O)c3ccco3)CC2)c2nonc2c1[N+](=O)[O-]	97	-11	97	100	9	0	13	99	8	99	100
Cc1ccc2nc3nc(NCC4CCCO4)c(C(=O)NC4CCCCC4)cc3c(=O)n2c1 (centres undefined)	98	-5	100	100	/	3	18	98	10	98	101
C=CCn1c(SCc2cc(=O)n3cc(C)ccc3n2)nnc1-c1cccc(C)c1	100	-14	97	102	16	27	6	98	12	98	102
O=C(COc1ccccc1)Nc1ccc(N2CCN(C(=O)c3ccco3)CC2)cc1	97	-53	100	101	-19	14	13	99	17	106	99
CCc1c(C)sc(NC(=O)Cn2nc(C)c([N+](=O)[O-])c2C)c1C(N)=O	93	-45	96	93	-34	-29	25	98	9	102	93
CCSc1nc(N)c2c3c(sc2n1)CN(C)CC3	94	-14	93	95	/	16	13	95	33	92	95
CCOc1ccc(-c2nnn(CC(=O)NCc3ccco3)n2)cc1	98	8	100	106	-28	9	18	102	7	99	102
CCc1nnc(NC(=O)CSc2nnc(COc3cccc(C)c3)o2)s1	99	-12	102	105	/	17	24	100	9	101	101
Cc1cc(C(=O)O)cc(S(=O)(=O)N2CCOCC2)c1C	96	1	98	98	27	-6	24	99	14	94	98
NNC(=O)CN(CCc1ccccc1)S(=O)(=O)c1ccc(Cl)cc1	95	-14	101	99	2	14	20	99	7	101	100
CC(=O)Nc1cc(C(=O)N2CCCC2)ccc1S(=O)(=O)c1ccc(Cl)cc1	98	-10	99	104	/	5	24	102	12	105	98

Screening data (PubChem BioAssay)
